POLK inh = qHTS for Inhibitors of Polymerase Kappa. purified Pol kappa, fluorescent DNA synthesis assay, 10 min. Potency, µM (top dose mostly 107 µM), inactives show at the top dose activity, negative = inhibition, usual class: inhibitors. 400,000 compounds, 0.53% hits; further: on the % scale 0 is the no-effect control and ±100 the full control effect
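10 nM Pol kappa preincubated 15 min at room temperature with compounds, then reaction started with substrate at 50 nM final. Fluorescence read kinetically at 0 and 10 min; buffer-only wells served as negative control.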
BAZ2B block = qHTS Assay for Inhibitors of BAZ2B. Bromodomain adjacent to zinc finger domain protein 2B (Homo sapiens), Q9UIF8. 360,000 compounds, 4.4% hits. Potency, µM (doses to about 114 µM), inactives show at the highest dose activity change, negative = inhibition, hits mostly inhibitors. AlphaScreen BAZ2B-H3K14Ac peptide displacement; further: on the % scale 0 is the no-effect control and ±100 the full control effect; nearly all actives have a fitted effect of over 60% in size
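BAZ2B (50 nM) with biotin-H3(5-23)K14Ac peptide (50 nM) in PBS pH 7.4, 0.01% Tween-20, preformed 30 min, then compound 30 min at room temperature; top concentration 110uM. AlphaScreen streptavidin donor/nickel chelate acceptor beads (10 ug/mL final), 20 min dark, signal read.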
G9a inh = qHTS Assay for Inhibitors of Histone Lysine Methyltransferase G9a | Histone-lysine N-methyltransferase EHMT2 (Homo sapiens), Q96KQ7 | G9a H3K9 monomethylation, AlphaScreen, 2 h | Potency, µM (top dose mostly 102 µM), for the others: at the top dose activity, negative = inhibition, usual class: inhibitors | 350,000 compounds, 8.8% hits | AID 504332, 2011; further: on the % scale 0 is the no-effect control and ±100 the full control effect; nearly all actives have a fitted effect of over 75% in size
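G9a (20 nM) preincubated 15 min RT with compounds, then 500 nM biotinylated H3K9 peptide and 20 uM SAM added; 2 h RT reaction. Monomethyl-H3K9 product detected by AlphaScreen with anti-H3K9me1 antibody, streptavidin donor and anti-rabbit IgG acceptor beads.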
BLM helicase inh = qHTS Assay for Inhibitors of Bloom's syndrome helicase (BLM); AID 2528, 2010; 350,000 compounds, 0.2% hits; RecQ-like DNA helicase BLM (Homo sapiens), P54132; recombinant BLM DNA unwinding, fluorescence dequenching; Potency, µM (series often up to 56.1 µM), for the others: top-dose activity change, negative = inhibition, most hits filed as inhibitors;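 further: plate controls were vehicle for no effect and no enzyme for full effect; nearly all actives have a fitted effect of over 35% in size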
JMJD2A Tudor = qHTS Assay for Inhibitors of JMJD2A-Tudor Domain; Lysine-specific demethylase 4A (Homo sapiens), O75164; AlphaScreen JMJD2A-Tudor / H3K4me3 peptide binding; Potency, µM (titrated, usually from 114 µM), for the others: at the top dose activity change, negative = inhibition, actives largely listed as inhibitors; 390,000 compounds, 4.4% hits; AID 504339, 2011; further: on the % scale 0 is the no-effect control and ±100 the full control effect; nearly all actives have a fitted effect of over 50% in size
Pol beta inh = qHTS Assay for Inhibitors of DNA Polymerase Beta | P06746 | Pol beta primer extension/strand displacement, fluorescence kinetic | Potency, µM (highest dose often 114 µM), for inactives: at the top dose activity change, negative = inhibition, usual class: inhibitors | 340,000 compounds, 1.3% hits | AID 485314, 2010; further: on the % scale 0 is the no-effect control and ±100 the full control effect
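Values derive from four-parameter Hill fits of normalized kinetic data: reads at 0 and 10 min following addition of 50 nM substrate to 10 nM Pol beta preincubated 15 min with compound.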
Pol eta inh = qHTS for Inhibitors of Polymerase Eta; DNA polymerase eta (Homo sapiens), Q9Y253; recombinant Pol eta, fluorescent DNA replication assay; Potency, µM (highest dose often 114 µM), inactives show at the highest dose activity change, negative = inhibition, actives largely listed as inhibitors; 390,000 compounds, 1.2% hits; AID 588591, 2011; further: on the % scale 0 is the no-effect control and ±100 the full control effect
Target sequence (Q9Y253 whole entry, looked up): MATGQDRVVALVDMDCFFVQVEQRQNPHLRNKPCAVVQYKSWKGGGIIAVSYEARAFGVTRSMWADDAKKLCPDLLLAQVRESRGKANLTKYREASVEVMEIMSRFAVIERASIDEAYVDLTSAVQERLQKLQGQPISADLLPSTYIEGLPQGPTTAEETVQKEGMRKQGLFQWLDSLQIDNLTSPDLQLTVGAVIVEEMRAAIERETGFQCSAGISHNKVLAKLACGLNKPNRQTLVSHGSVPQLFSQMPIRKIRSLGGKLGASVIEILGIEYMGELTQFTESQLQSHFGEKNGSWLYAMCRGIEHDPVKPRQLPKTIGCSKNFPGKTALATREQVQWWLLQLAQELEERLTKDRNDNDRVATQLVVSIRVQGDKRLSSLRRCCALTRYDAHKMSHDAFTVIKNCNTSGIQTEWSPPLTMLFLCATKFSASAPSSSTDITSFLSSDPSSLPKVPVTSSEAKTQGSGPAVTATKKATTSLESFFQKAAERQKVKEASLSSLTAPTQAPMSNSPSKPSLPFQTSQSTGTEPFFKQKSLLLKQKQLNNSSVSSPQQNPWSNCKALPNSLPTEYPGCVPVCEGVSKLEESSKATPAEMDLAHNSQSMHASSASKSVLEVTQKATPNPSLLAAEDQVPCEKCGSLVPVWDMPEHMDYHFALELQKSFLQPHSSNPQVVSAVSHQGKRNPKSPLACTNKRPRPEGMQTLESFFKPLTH
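Pol eta (10 nM) was preincubated with compounds for 15 min at room temperature, after which fluorescent replication substrate (50 nM final) was added to start the reaction. Fluorescence was read kinetically at 0 and 10 min.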
APE1 inh = qHTS Assay for Inhibitors of the Human Apurinic/apyrimidinic Endonuclease 1 (APE1) | DNA repair nuclease/redox regulator APEX1 (Homo sapiens), P27695 | recombinant APE1, TAMRA/BHQ-2 abasic DNA cleavage fluorescence | Potency, µM (series often up to 65.8 µM), for the others: at the top dose activity change, negative = inhibition, actives largely listed as inhibitors | 350,000 compounds, 0.35% hits;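 further: plate controls were vehicle for no effect and reference inhibitor for full effect; nearly all actives have a fitted effect of over 55% in size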
Target sequence (P27695 whole entry, looked up): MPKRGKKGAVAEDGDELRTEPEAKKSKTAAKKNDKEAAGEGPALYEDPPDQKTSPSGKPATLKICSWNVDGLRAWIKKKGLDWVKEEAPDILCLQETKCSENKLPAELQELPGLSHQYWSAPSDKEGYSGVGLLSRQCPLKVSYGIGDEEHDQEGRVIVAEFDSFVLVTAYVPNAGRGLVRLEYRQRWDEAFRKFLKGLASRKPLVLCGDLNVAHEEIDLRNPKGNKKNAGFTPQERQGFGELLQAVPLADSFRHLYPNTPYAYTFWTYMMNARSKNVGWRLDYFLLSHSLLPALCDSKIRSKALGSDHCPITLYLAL
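APE1 at 0.75 nM preincubated 15 min at room temperature with compound. Reaction then started with 50 nM double-stranded THF-abasic substrate labelled with TAMRA/BHQ-2, and 525/598 nm fluorescence read kinetically. Activity taken as third-minus-first read difference, normalized to DMSO and NSC13755 controls.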
Pol iota inh = qHTS for Inhibitors of Polymerase Iota; DNA polymerase iota (Homo sapiens), Q9UNA4; Pol iota fluorescent replication assay, 10 min; Potency, µM (titrated, usually from 115 µM), inactives show top-dose activity, negative = inhibition, hits mostly inhibitors; 390,000 compounds, 1% hits; AID 588590, 2011
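Pol iota at 10 nM preincubated 15 min with compounds at room temperature; reaction started with fluorescent substrate, 50 nM final. Fluorescence read kinetically at 0 and 10 min; buffer-only wells as negative control.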
* hit, by the source's call; ? = inconclusive; . = no result given; & = joins results of further samples; [ ] = dose if it differs, or a comment. The call rests on the fitted dose curve; in most records, active means well fitted curve in the direction sought with a large enough effect; inconclusive means small, poorly fitted or top-dose-only effect, or another doubt; inactive means no such curve, though single readings can be large; an effect the other way counts as inactive or inconclusive. Potency means the concentration at half of the fitted maximal effect.

SMILES | POLK inh | BAZ2B block | G9a inh | BLM helicase inh | JMJD2A Tudor | Pol beta inh | Pol eta inh | APE1 inh | Pol iota inh
CCOc1ccccc1NC(=O)N1CC(CC)Oc2ccccc21 (stereo not given) | -1% | 2% | -29%[59 µM] | 0% | 1% | 3% | -6% | . | 30%
OC[C@H]1O[C@@H](Oc2ccc3cc(Br)ccc3c2)[C@H](O)[C@@H](O)[C@H]1O | 10% | 9% | -11%[2.33 µM] | . | 9% | . | -13% | 11% | 46%[activator]
O=C(Nc1ccc(F)cc1)N(CCCN1CCOCC1)Cc1cc2cc3c(cc2[nH]c1=O)OCCO3 | -13% | -16% | 4% | 19% | -13% | -1% | -7% | -6% | 8%
Cc1cc(C)n2cc(CSCc3ccccc3)nc2n1 | -6% | -4% | 8%[59 µM] | 6% | -13% | 60% | -6% | 2% | 13%
O=C(NC1CCCCC1)C(c1ccc(Cl)cc1)N(C(=O)c1cnccn1)c1ccc2c(c1)OCO2 (stereo not given) | -8% | 8% | 22%[59 µM] | -2% | -10% | -1% | -13% | -1% | 17%
Fc1ccc(-c2cn3cc(Cc4ccc(Cl)cc4)sc3n2)cc1 | -7% | -14% | 11%[59 µM] | -1% | -1% | 22% | -17% | . | 3%
CNC(=O)c1c(NC(=O)/C=C/c2ccccc2Cl)sc2c1CCC2 | -3%[60.1 µM] | 2% | -32%[59 µM] | -5% | -9% | 86% | -3% | . | 11%
Nc1ccc(O)c([N+](=O)[O-])c1 | -24% | -39% | -28%[0.501 µM] | . | -29% | . | -13% | -21%&-6% | 79µM*
CSc1ccc(CCNC(=O)c2cc3c(-c4ccccc4F)nn(C)c3s2)cc1 | -9% | -6% | -5%[59 µM] | -3% | -28% | 2% | -22% | . | 1%
O=C(N/N=C/c1cc(Br)cc(Br)c1O)c1cccc(N2CCCC2=O)c1 | -12% | ? | 4% | -16% | 89µM* | 22% | -9% | 4% | 32%[activator]
O=C(Cn1ccc([N+](=O)[O-])n1)NCc1cccnc1 | -17% | -21% | -4% | -2% | -12% | 2% | 6% | 0% | 54%[activator]
O=C(NCc1ccco1)c1cc(=O)c2ccccc2o1 | -9% | . | 0% | -1% | -3% | -18% | -3% | -8% | -12%

Some entries already given, showing only POLK inh.
compound | POLK inh
CSc1ccc(CCNC(=O)c2cc3c(-c4ccccc4F)nn(C)c3s2)cc1 | -9%
O=C(N/N=C/c1cc(Br)cc(Br)c1O)c1cccc(N2CCCC2=O)c1 | -12%

Other compounds:
SMILES | POLK inh | BAZ2B block | G9a inh | BLM helicase inh | JMJD2A Tudor | Pol beta inh | Pol eta inh | APE1 inh | Pol iota inh
Cc1c(CC(=O)O)c(=O)oc2c(C)c3occ(-c4ccc(F)cc4)c3cc12 | 7% | ? | 5% | -6% | -33% | 50µM* | 0% | 11% | -12%
O=C(CN1CCN(C(C(=O)Nc2ccc(Cl)cc2C(F)(F)F)c2ccccc2)CC1)NC1CC1 (stereo not given) | 12% | 5% | ? | . | -2% | . | -15% | -5% | 0%
CC1=C(C(=O)Nc2ccc(C(=O)N3CCN(c4ccccc4F)CC3)cc2)SCCO1 | -1% | ? | -16% | -5% | ? | 5% | -22% | 17% | 15%
CCOCc1cc(CN2CCN(c3ccccc3OC)CC2)c(O)c2ncccc12 | -2% | 5.6µM* | -42%[59 µM] | -7% | 22µM* | 30% | . | . | 28%
Cc1cc2[nH]c(=O)c(=O)[nH]c2cc1S(=O)(=O)N1CCN(c2cccc(C(F)(F)F)c2)CC1 | -24%&-8% | -37%&-21% | -41% | -6%&-9% | -22%&-27% | ? | 3%&-10% | 0% | ?
Cc1noc(C(=O)Nc2cc(Cl)ccc2O)c1Cl | -3% | 1% | 15% | 0% | -23% | -18% | -9% | 32% | 32%[activator]
Cc1ccsc1C(=O)C1CCCN(Cc2cn(C)nc2-c2ccccc2)C1 (stereo not given) | -10% | -24% | 4% | 0% | -23% | ? | -6% | -4% | 14%
CN(C(=O)COC(=O)c1ccc2ccccc2n1)C1CCCCC1 | -1% | . | . | . | -10% | . | -12% | 6% | 33%[activator]
CCOc1ccc(C2C(=O)N(C3CCCCC3)CC(=O)N2C2CCCC2)cc1OC (stereo not given) | -13%[60.1 µM] | -5% | 12%[59 µM] | -1% | -3% | 8% | -8% | . | -3%
COc1ccc(-c2noc(CCCc3ccccc3)n2)cc1OC | -13% | 90%[activator] | 54%[activator][59 µM] | -13% | 120%[activator] | -19% | -2% | -4% | 19%
Cc1nc2ccccc2c2oc(C(=O)NCCN3CCN(C)CC3)cc12 | 10% | 6% | -15% | 70%[activator] | -12% | 38% | -3% | -9% | -20%
CCC(C)(C)N1CC(=O)N(Cc2ccccc2)C(c2ccc(OC)cc2)C1=O (stereo not given) | -2% | -3% | ? | -1% | -4% | 24% | -22% | -11% | 13%
CCN(CC(=O)NCc1ccc(Cl)cc1)C(=O)CCC(=O)c1ccc(C)cc1 | -6% | 4% | -7% | . | -6% | . | -13% | 31% | 7%
CC1CCN(C(=O)c2ccc(CNc3c(N4CCCC4)c(=O)c3=O)cc2)CC1 | -9% | -26% | 22% | 0% | -17% | 1% | 1% | 8% | 32%[activator]
O=C(COC(=O)C1CCN(C(=O)c2ccc(Cl)cc2)CC1)c1ccco1 | -5% | 11% | 4% | -2% | -3% | 12% | -11% | -2% | ?
COc1ccccc1OCCOc1ccc(/C=C2\C(=N)N3N=C(S(C)(=O)=O)SC3=NC2=O)cc1 | -3% | 50µM* | 3%[2.33 µM] | -11% | 22µM* | ? | 22µM* | 21µM* | -11%
CCOc1ccc(Cl)cc1CNCCNCCO | 0% | -35% | . | 5% | -24% | 28% | -5% | 18% | -7%
Cc1ccc(-n2nnnc2SCC#N)cc1 | 1% | -17% | 4% | -3% | 1% | 1% | -13% | 10% | 24%
Cc1oc(-c2ccc(C(=O)Nc3ccccc3F)cc2)nc1COc1ccccc1 | 0% | -13% | -12%[59 µM] | -3% | -6% | -16% | -2% | . | 3%
O=C1NNC(c2ccccc2)=N/C1=C\c1ccccc1 | -16% | -3% | . | -11% | -2% | -2% | -19% | -22% | ?
CC#C[C@@]1(O)CC[C@H]2[C@@H]3CCC4=CC(=O)CCC4=C3[C@H](c3ccc(N(C)C)cc3)C[C@]21C | -8%[12 µM] | . | 5µM* | -1%[21.4 µM] | . | . | . | 0%[21 µM] | .
O=C(NCCN1CCOCC1)c1ccc(NS(=O)(=O)c2ccccc2)cc1 | 3% | -2% | 22% | 2% | -6% | 8% | -19% | 30% | 42%[activator]
O=C(NNS(=O)(=O)c1ccccc1C(F)(F)F)c1cc2ncc(C(F)(F)F)cc2s1 | -2% | -11% | -40% | -2% | ? | 22% | -3% | 2% | 16%
COc1ccccc1NC(=O)CCC(=O)OCc1cccc([N+](=O)[O-])c1 | 2% | -14% | -2% | -3% | -2% | 8% | -19% | -1% | 104%[activator]
O=C(NC1CCCCC1)NC1CCN(S(=O)(=O)Cc2ccccc2)CC1 | -6% | 7% | -3%[12.7 µM] | -2% | 3%[11.4 µM] | -18% | 5% | 1% | 5%
N#Cc1ccccc1OCC(=O)NNC(=O)c1ccncc1 | -5% | -6% | 46%[12.7 µM] | . | -15% | . | -4% | 6% | 38%[activator]
CC(c1ccco1)N(C(=O)c1ccc(Cl)s1)c1ccccn1 (stereo not given) | -3% | -22% | -5% | -3% | -16% | -15% | 6% | -10% | 19%
CC(=O)c1cccc(NC(=O)N2CCCC2C(=O)NCc2ccc3c(c2)OCO3)c1 (stereo not given) | -2% | -4% | -4% | -2% | -15% | ? | -23% | 6% | 37%[activator]
COc1ccc(OCCC(=O)OCC(=O)Nc2ccc(S(=O)(=O)N3CCOCC3)cc2)cc1 | -8% | -12% | -5% | -4% | -8% | 29% | -6% | 11% | 63%[activator]
CCCCCn1c(-c2cccc(C)c2)nc2ccccc21 | -12% | 115%[activator] | 24%[59 µM] | -6% | 55%[activator] | -2% | -22% | . | 2%
Cc1cc(C(=O)COC(=O)C2=COCCO2)c(C)n1-c1cccc(F)c1 | 0% | ? | 56µM* | . | -34% | . | -2% | 10% | 37%[activator]
CS/C(=N\S(=O)(=O)c1cccs1)Nc1ccc(N2CCOCC2)cc1 | -7% | . | ? | 0% | -6% | 8% | -11%&1% | -8% | 8%
CCC(=O)NCCNc1nc2cc(C)cc(C)c2cc1C#N | -10% | -3% | 32% | 1% | -11% | -23% | -13% | 1% | 55%[activator]
O=C(NNc1nc2ccc(F)cc2s1)c1cccc(F)c1 | -3% | 7% | ? | -1% | -15% | 21% | -19% | 18% | 12%
O=C(OC(C(=O)NC1CCCC1)c1cccnc1)C1=Cc2ccccc2OC1 (stereo not given) | -8% | 1% | -4%[12.7 µM] | -1% | -3% | 1% | -1% | 1% | 10%
Oc1ccc(Cl)cc1-c1cc(C(F)(F)C(F)F)nc(-c2ccccc2)n1 | 1% | -9% | ? | 0% | -5% | 1% | -15% | -7% | 3%
Clc1cccc(CN2COc3c(cc(Cl)c4cccnc34)C2)c1 | . | 28µM* | ? | 1% | . | -1% | . | 5% | .
COc1ccc(S(=O)(=O)N2CCN(CC(=O)Nc3cccc(OC)c3)CC2)cc1 | 1% | -17% | 15% | -2% | -6% | 21% | -9% | 39%[activator] | 26%
CC(Sc1ccc(Cl)cc1)C(=O)NCC(c1ccco1)N1CCCCC1 (stereo not given) | -9% | 3% | -5% | . | -13% | . | -19% | -10% | 7%
O=C(Nc1nnc(-c2ccc(Cl)cc2)o1)C1=COCCO1 | -13% | 50µM* | 48%[59 µM] | 0% | ? | -13% | -9% | 6% | 20%

Some of the compounds tested, so the mix of outcomes need not match the whole.
